From PubChem BioAssay
KDM5B inhibitor: Primary screen for KDM5B Histone Demethylases FDH-coupled qHTS. Lysine-specific demethylase 5B (Homo sapiens), Q9UGL1. KDM5B demethylase, FDH-coupled NADH fluorescence (FDH is formaldehyde dehydrogenase). Potency, µM (titrated, usually from 57.7 µM), inactives show at the top dose activity change, negative = inhibition, actives largely listed as inhibitors. actives 2.6% (n = 220,000); active = well fitted inhibition curve with a large enough effect; inconclusive = small, poorly fitted or top-dose-only effect; inactive = no such curve, though single readings can be large or run the other way; note: 0% is about no effect; nearly all actives have a fitted effect of over 70% in size
Target sequence (Q9UGL1 whole entry, looked up): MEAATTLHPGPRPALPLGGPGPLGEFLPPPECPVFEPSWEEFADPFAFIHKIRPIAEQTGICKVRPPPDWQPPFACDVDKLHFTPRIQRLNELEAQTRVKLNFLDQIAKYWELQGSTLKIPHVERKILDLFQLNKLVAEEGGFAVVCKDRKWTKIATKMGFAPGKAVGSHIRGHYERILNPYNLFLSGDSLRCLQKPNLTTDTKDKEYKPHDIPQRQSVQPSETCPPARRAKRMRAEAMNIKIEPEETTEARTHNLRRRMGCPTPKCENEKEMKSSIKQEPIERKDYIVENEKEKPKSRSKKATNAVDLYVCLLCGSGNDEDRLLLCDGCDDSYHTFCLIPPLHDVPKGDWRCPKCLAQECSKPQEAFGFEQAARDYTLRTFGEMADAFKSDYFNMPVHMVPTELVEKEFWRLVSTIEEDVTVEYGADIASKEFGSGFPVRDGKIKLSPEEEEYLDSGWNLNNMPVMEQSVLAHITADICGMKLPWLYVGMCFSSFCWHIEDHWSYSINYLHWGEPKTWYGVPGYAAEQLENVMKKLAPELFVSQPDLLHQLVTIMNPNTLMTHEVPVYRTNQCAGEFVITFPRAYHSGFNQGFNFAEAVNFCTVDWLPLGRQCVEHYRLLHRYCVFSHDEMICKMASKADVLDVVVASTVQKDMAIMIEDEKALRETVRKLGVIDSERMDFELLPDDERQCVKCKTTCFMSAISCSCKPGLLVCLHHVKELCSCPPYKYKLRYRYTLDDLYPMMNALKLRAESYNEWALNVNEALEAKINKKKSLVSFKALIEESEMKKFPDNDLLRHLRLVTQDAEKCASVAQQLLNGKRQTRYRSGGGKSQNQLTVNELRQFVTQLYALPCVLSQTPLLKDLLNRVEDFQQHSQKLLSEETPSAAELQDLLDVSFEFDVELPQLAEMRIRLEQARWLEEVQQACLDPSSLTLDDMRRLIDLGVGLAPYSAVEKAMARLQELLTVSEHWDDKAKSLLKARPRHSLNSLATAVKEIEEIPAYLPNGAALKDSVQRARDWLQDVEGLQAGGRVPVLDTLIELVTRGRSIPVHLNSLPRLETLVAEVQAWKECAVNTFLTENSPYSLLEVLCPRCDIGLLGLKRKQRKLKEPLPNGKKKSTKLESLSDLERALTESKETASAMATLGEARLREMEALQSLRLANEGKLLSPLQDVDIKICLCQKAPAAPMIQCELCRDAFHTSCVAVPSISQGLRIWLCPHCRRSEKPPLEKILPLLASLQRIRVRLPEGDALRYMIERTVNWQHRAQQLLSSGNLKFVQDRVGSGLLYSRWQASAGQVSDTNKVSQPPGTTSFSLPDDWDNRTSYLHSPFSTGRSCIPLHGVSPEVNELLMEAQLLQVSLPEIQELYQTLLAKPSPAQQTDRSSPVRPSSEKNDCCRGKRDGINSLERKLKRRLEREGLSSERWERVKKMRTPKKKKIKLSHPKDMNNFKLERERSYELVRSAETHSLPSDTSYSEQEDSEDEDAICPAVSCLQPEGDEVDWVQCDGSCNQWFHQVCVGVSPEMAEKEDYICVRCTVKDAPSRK
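Coupled FDH/NAD⁺ fluorescence readout. KDM5BΔAP 200 nM final; compound titration, 10 min RT preincubation; substrate mix 12.5 µM H3K4me3, 25 µM 2-OG, 50 µM Fe(II), 100 µM ascorbate, 0.25 mM NAD⁺, 0.25 U/mL FDH; ΔRFU over 30 min.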
The depositor's hits bear a star; i = inactive; u = inconclusive; [ ] = dose if it differs, or a comment. Potency is the fitted concentration of half-maximal effect. These rows are one share of the data (hit frequency here may not be typical).

SMILES	KDM5B inhibitor
CN(CCNC(=O)C1CCCN(c2cnn(Cc3ccccc3)c(=O)c2)C1)C1CCCCC1 (stereo unspecified)	-28%
CCOc1cc(=O)n2c(c1C(=O)Nc1ccc(SC)cc1)CCCC2	16%
O=C1NCCCCCCN(Cc2ccncc2)[C@@H]2CN(C(=O)NCCc3ccccc3)CC[C@H]12	-18%
COC(=O)CO[C@@H]1CO[C@H]2[C@@H]1OC[C@@H]2n1cc(-c2ccccn2)nn1	u
O=C1COc2ccc(-c3ccccc3)nc2CN1CCOc1ccccc1	-20%[86.2 µM]
COc1ccc2c(C)c(CCC(=O)NCc3ccccc3)c(=O)oc2c1	u
O=C(COc1ccccc1)N1CCC(c2nc3ccccc3o2)CC1	22%
Cc1cc(C)c(NC(=O)CCC(=O)N2Cc3ccccc3Oc3ncccc32)c(C)c1	-14%
O=C(COc1ccccc1F)Nc1ccc2nc(SCC(=O)N3CCOCC3)sc2c1	-71%
COCCCNC(=O)c1cc2cc(S(=O)(=O)N(C)C)ccc2n1C	-7%
CC(C)c1noc(-c2ccccc2OCC(=O)NC(C)c2ccc(Cl)cc2)n1 (stereo unspecified)	1%
CCCN(CC1CCOC1)C(=O)Nc1ccccc1C(F)(F)F (stereo unspecified)	-8%
Cc1cccc(CN2CCc3nnc([C@@H]4C[C@@H](O)CN4C)n3CC2)c1	-29%
COCCCNC(=O)c1nc2nc(-c3ccccc3)c(Cl)cc2n1C	i
O=C(NC1CC1)c1cc(C2CC2)nc2onc(C3CCCN3)c12 (stereo unspecified)	u
Cn1nccc1C(=O)N/N=C/c1ccccc1[N+](=O)[O-]	26%
C=CCOc1ccc(/C=C(\C#N)c2nc3ccccc3[nH]2)cc1	u
CCCC(=O)N/C(N)=N/c1nc2ccccc2o1	8%
CCCOc1cc(C)c2c(c1C)C[C@H](C(C)C(=O)N1CCN(CCO)CC1)CC2 (stereo partly specified)	15%[86.2 µM]
Cc1cc(C(=O)N2CCCCCC2c2nnc(-c3ccccc3)o2)nn1C (stereo unspecified)	-21%
CCOC(=O)N(C)CC(=O)NC1CCCC1	-2%
COc1ccc(-c2cc(N3CCC(NC(=O)Cc4ccsc4)CC3)n[nH]2)cc1	-12%
CCc1ccccc1NC(=O)N1CCC2(CC1)Oc1ccccc1C(=O)N2Cc1ccccc1F	-8%
COc1ccc(/C(=N/OC(=O)c2cccc(F)c2)c2nccc3cc(OC)c(OC)cc23)cc1OC	u
COc1cccc([S+](=O)([O-])N2CCC3(CC2)C(=NC2CCCCC2)NC(=O)N3c2cc(F)cc(F)c2)c1	25%[115 µM]
Cc1noc2c(-c3cnn(C)c3)cc(-c3cccnc3)nc12	u
Cc1onc(-c2cnn(C)c2NCc2ccc(C#N)cc2)c1C(=O)NCC1CCOCC1	-2%[86.2 µM]
CCc1ccc(OCC(=O)Nc2nc(-c3ccc(S(=O)(=O)N4CCOCC4)cc3)cs2)cc1	-15%
CCc1ncc(C(=O)N2CCN(c3ccc(Cl)c(Cl)c3)CC2)cn1	-18%
Cc1ccccc1CNC(=O)c1ccc2[nH]c(C)c(C)c2c1	u
CC(C)OCCCNC(=O)c1ccc2c(=O)n(CCc3ccccc3)c(=O)[nH]c2c1	-9%
CCOC(=O)C1(CC2CCCCO2)CCN(Cc2cn[nH]c2-c2cccc(F)c2)CC1 (stereo unspecified)	-6%
Cc1cc(C(F)(F)F)c(C#N)c(SCc2cccc(C(F)(F)F)c2)n1	3%
O=C(c1ccccc1F)N1CCC2(CC1)C(=O)NN=C2c1ccncc1	-15%
O=C(Nc1cc(S(=O)(=O)N2CCOCC2)ccc1N1CCCC1)c1cccnc1Cl	19%
Cc1cn2nc(C(=O)N3CCC(NC(=O)Cc4ccccc4C)CC3)cc2c(=O)[nH]1	-30%
CCOC(=O)C1CCN(c2nc3ccccc3n3c(=O)n(CC(=O)Nc4ccccc4C#N)nc23)CC1	1%
Cc1ccc(C)n1-c1nc2ccc(C(=O)Nc3ccc(C(N)=O)cc3)cc2s1	-10%
CC(=O)Nc1ccc(OCC(=O)NCc2ccccc2C)nc1	0%
CCN(CC)CCCNc1oc(-c2ccco2)nc1S(=O)(=O)c1ccc2c(c1)OCCO2	-4%
CN1CC(=O)N(c2ccccc2F)Cc2c(NCCc3ccccc3F)ncnc21	-4%
O=c1cc(CN2CCN(c3ccc(F)cc3)CC2)c2cc(O)ccc2o1	6%
CCOC(=O)C1(Cc2cccc(OC)c2)CCCN(C(=O)COc2ccccc2)C1 (stereo unspecified)	32%[activator]
COc1cccc(NC(=O)N2CCC(Oc3ncccc3C(=O)N3CCOCC3)C2)c1 (stereo unspecified)	7%
O=C(c1cccc2nccnc12)N1CCc2c(ncnc2N2CCOCC2)C1	u
O=C(c1ccccc1F)N1CCCC(Cc2nc(C3CCOCC3)no2)C1 (stereo unspecified)	u
CCc1ccc(C(=O)N2CCC3(CC2)N(C)C(=O)CS3(=O)=O)cc1	24%
COc1ccccc1NC(=O)c1cc2ccccc2cc1OCC(N)=O	-6%
CC(=O)Nc1cccc(-c2nc(-c3ccccc3)no2)c1	-12%
COc1ccc(NC(=O)c2oc3ccccc3c2NC(=O)Cc2coc3c(C)c(C)ccc23)cc1	3%
Cc1cc(C(=O)NC2CC2)c2c(C3CCCN3)noc2n1 (stereo unspecified)	-10%[149 µM]
O=C(NCc1nnc(SCC(=O)N2CCN(c3ccccc3)CC2)o1)c1ccc(F)cc1	u
CN(Cc1ccsc1)C(=O)Cc1ccc(-c2ccccc2)cc1	21%
COc1cc(C2NC(=S)NC3=C2C(=O)CCC3)ccc1O (stereo unspecified)	-16%
O=C(NCc1ccnc2[nH]ccc12)c1cc(F)ccc1Br	u
COCCNC(=O)C(=O)NCC(c1cccnc1)N1CCN(c2ccccc2)CC1 (stereo unspecified)	4%
COc1ccc(S(=O)(=O)Nc2nc3ccccc3nc2Nc2ccc(OC)cc2OC)cc1	-9%
Cc1cn2nc(C(=O)NCc3ccc(C(F)(F)F)cc3)cc2c(N2CCSCC2)n1	28µM*
O=C(NCc1cccs1)c1nc(-c2cccc(C(F)(F)F)c2)c2cnccn12	16µM*
CCNC(=O)N1CCC(=O)N(CC)C2(CCOCC2)C1	-5%
Other entries
SMILES	KDM5B inhibitor
Cc1nc([N+](=O)[O-])cn1-c1nc2ccccn2c1[N+](=O)[O-]	12%
Cc1nn(C)c(C)c1NS(=O)(=O)c1ccc(Cl)s1	-28%
CC(=O)NNC(=S)NCC(C)C	1%
COc1ccc(C2(C(=O)N3CCCC(c4nc(CCOCC5CC5)no4)C3)CC2)cc1 (stereo unspecified)	-3%
O=C(NCCCNC(=O)c1ccc(Cl)cc1Cl)c1nc2ccccc2c(=O)[nH]1	-24%
COc1cccc(CC(=O)N2CCOc3ccc(CN4CCc5ccccc5C4)cc3C2)c1	-19%
Cc1ccc(Cl)cc1NC(=O)c1cc(=O)[nH]c2ccc(S(=O)(=O)N3CCOCC3)cc12	-16%
O=C(COc1ccc(Cl)cc1Cl)Nc1ccc(C(=O)OC2CCCCC2)cc1	u
CCC1=C(C(=O)OC)C(c2ccccc2C)N2C(CC(=O)NCC3CC3)=CSC2=N1 (stereo unspecified)	32µM*
O=[N+]([O-])c1cccc(CN2CCN(c3cccc4[nH]ccc34)CC2)c1	-4%
COc1ccc(-c2cc(C(=O)Oc3ccc(Cl)cc3)c3ccccc3n2)cc1	u
Cc1cccc(-c2ncc(CN(C)Cc3cccc4ncccc34)cn2)c1	-22%
c1cnc(N2CCOCC2)c(CN(Cc2ccsc2)CC2CCCO2)c1 (stereo unspecified)	1%
COc1ccc(N2CCN(C(=O)c3cn(C)c4ccc(S(=O)(=O)N(C)C5CCCCC5)cc4c3=O)CC2)cc1	-19%[11.5 µM]
O=C(Nc1ccccc1C(F)(F)F)c1nn(-c2ccc(Cl)cc2)ccc1=O	-10%
CC(C)(C)CC(=O)N1CC[C@@H](CC(=O)O)[C@@H](CCN2CCN(c3ccc(F)cc3)CC2)C1	-3%
Cc1cc(O)c(C(c2cccc(F)c2)N2CCN(c3ccccc3)CC2)c(=O)n1Cc1ccco1 (stereo unspecified)	u
Cc1ccc(-n2c3nc(=O)n(C)c(=O)c-3cc3ccccc32)cc1	u
COc1ccc(CCNC(=O)c2ccc3c(c2)c(C)c(C)n3Cc2ccc(F)cc2)c(OC)c1OC	u
CCC(=O)N1CCc2c(sc3ncnc(NCc4ccccn4)c23)C1	28µM*
CCCOc1ccc(C(=O)NCc2coc(-c3cccs3)n2)cc1	u
O=C(COc1ccc(F)cc1)N1CCC2(CC1)CN(C1CCC1)CC2CO (stereo unspecified)	u
CNC(=O)[C@@H]1C[C@@H](n2cc(CNC(=O)Nc3ccc(F)cc3F)nn2)CN1	15%
CNC(=O)n1cc(C)c(-c2cccs2)n1	16%
N[C@@H](Cc1ccccc1)C(=O)N1CCC(C(=O)N[C@@H](Cc2c[nH]c3ccccc23)C(=O)O)CC1	4%
CCN(CC)CCn1c(=N)n(CC(O)COc2ccccc2C)c2ccccc21 (stereo unspecified)	-12%
CCCCCCCCCOc1ccc(C#N)c(O)c1	8%
CSc1ccc(-c2nc(CN(C)Cc3cnccn3)c(C)o2)cc1	-21%
CCCCC(CC)CNC(=O)CN1C(=O)CSc2ccc(S(=O)(=O)N3CCOCC3)cc21 (stereo unspecified)	-1%
FC(F)(F)c1ccc(CN2CCNc3cc(Nc4cccnc4)ncc3C2)cc1	u

Reformatted: results already given.
KDM5B inhibitor,Structure
-19%[11.5 µM],COc1ccc(N2CCN(C(=O)c3cn(C)c4ccc(S(=O)(=O)N(C)C5CCCCC5)cc4c3=O)CC2)cc1
-10%,O=C(Nc1ccccc1C(F)(F)F)c1nn(-c2ccc(Cl)cc2)ccc1=O
-3%,CC(C)(C)CC(=O)N1CC[C@@H](CC(=O)O)[C@@H](CCN2CCN(c3ccc(F)cc3)CC2)C1
u,Cc1cc(O)c(C(c2cccc(F)c2)N2CCN(c3ccccc3)CC2)c(=O)n1Cc1ccco1 (stereo unspecified)
u,Cc1ccc(-n2c3nc(=O)n(C)c(=O)c-3cc3ccccc32)cc1
u,COc1ccc(CCNC(=O)c2ccc3c(c2)c(C)c(C)n3Cc2ccc(F)cc2)c(OC)c1OC
28µM*,CCC(=O)N1CCc2c(sc3ncnc(NCc4ccccn4)c23)C1
u,CCCOc1ccc(C(=O)NCc2coc(-c3cccs3)n2)cc1
u,O=C(COc1ccc(F)cc1)N1CCC2(CC1)CN(C1CCC1)CC2CO (stereo unspecified)
15%,CNC(=O)[C@@H]1C[C@@H](n2cc(CNC(=O)Nc3ccc(F)cc3F)nn2)CN1
16%,CNC(=O)n1cc(C)c(-c2cccs2)n1
4%,N[C@@H](Cc1ccccc1)C(=O)N1CCC(C(=O)N[C@@H](Cc2c[nH]c3ccccc23)C(=O)O)CC1
-12%,CCN(CC)CCn1c(=N)n(CC(O)COc2ccccc2C)c2ccccc21 (stereo unspecified)
8%,CCCCCCCCCOc1ccc(C#N)c(O)c1

Next part:
SMILES	KDM5B inhibitor
O=c1[nH]c2cccnc2n1C1CC1	-1%[115 µM]
CCC(C(=O)NN1CCCCC1)c1ccccc1 (stereo unspecified)	24%
COC(=O)c1c(-c2cccs2)csc1NC(=O)c1ccc(C(C)C)cc1	u
COc1ccc(CNC(=O)/C(C)=C/c2ccccc2)cc1	-14%
COc1cc(NC(=O)CCc2ncc(-c3ccc(C)cc3)o2)cc(OC)c1	9%
Nc1ccc(Sc2ccccc2)c(Cl)c1	-4%
COc1ccc(Cn2c(C3CCN(C(=O)c4ccc(C(C)(C)C)cc4)CC3)n[nH]c2=O)cc1	-23%
Cc1noc(-c2cn(C3CCCN(C(=O)c4ccc(N(C)C)cc4)C3)nn2)n1 (stereo unspecified)	-20%
CCCCN1CCN(C(=O)c2ccccc2OCc2nc(-c3ccc(C)cc3)no2)CC1	-9%
O=C(Nc1ccc(Cl)cc1C(F)(F)F)c1cccc(I)c1	17%
CCOc1ccc(-n2c(SCC(=O)Nc3ccc4c(c3)OCCO4)nc3c([nH]c4ccccc43)c2=O)cc1	u
O=C(c1ccc(OC(F)F)cc1)N1CCCC(O)(CN2CCCC2)C1 (stereo unspecified)	-17%
CC(C)CCNC(=O)CSCc1coc(-c2ccc(Cl)cc2)n1	-9%
Cc1cn2nnc(C(=O)N3CCC(C(=O)Nc4ccc(C)c(C)c4)CC3)c2c(=O)[nH]1	-7%
COc1ccc(C(=O)O)cc1S(=O)(=O)Nc1ccccc1SCC(F)(F)F	-3%
Cc1cccc(CSc2nc3cccnc3n2Cc2ccc(C(=O)NCc3cccs3)cc2)c1	u
O=C(Nc1ccc(C(=O)N2CCN(c3cccc(Cl)c3)CC2)cc1)c1nsc2ccccc12	u
Cc1ccc(Cl)cc1-n1ccc2c(cnc3nc(C(F)(F)F)nn32)c1=O	u
CCOc1ccc(NC(=O)C(=O)NCCc2csc(-c3ccc(F)cc3)n2)cc1	-15%
Cc1ccc(NC(=O)Cn2ccn3nc4c(c3c2=O)CCCC4)cc1F	-8%
CCN(CC)CCCN1C(=O)C2C(C(=O)Nc3ccc(C(C)C)cc3)C3C=CC2(O3)C1C(=O)NC1CCCCC1 (stereo unspecified)	17%
Cc1ccc(C)c(S(=O)(=O)N2CCN(C3CCN(CCc4ccccc4)C3=O)CC2)c1 (stereo unspecified)	-21%
CN1C(=O)c2cccn2CC1CNC(=O)c1ccco1 (stereo unspecified)	-27%
CCOc1ccc(N(C(=O)c2ccc(C)cc2)S(=O)(=O)c2ccc3c(c2)n(C)c(=O)n3C)cc1	u
Cc1cccc(C(=O)Nc2ccccc2OCc2cc(=O)n3cc(C)ccc3n2)c1	8%
COCCn1c(SCC(=O)N2CCCCC2)nc2c(c1=O)SC(C)C2 (stereo unspecified)	-4%
O=C(c1ccc(Cl)cc1)N1CC2(CCCN(CC3CCCCC3)C2)Cc2ccccc21 (stereo unspecified)	u
